hcGAS inh – human cGAS inhibition | Q8N884 | recombinant h-cGAS, ATP depletion, Kinase-Glo luminescence | inhibition, % at 12.5 µM | 290,000 compounds, 0.081% hits | AID 1259398;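 note: 0% = vehicle reaction and 100% = reaction without DNA for no activity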
Target sequence (Q8N884 whole entry, looked up): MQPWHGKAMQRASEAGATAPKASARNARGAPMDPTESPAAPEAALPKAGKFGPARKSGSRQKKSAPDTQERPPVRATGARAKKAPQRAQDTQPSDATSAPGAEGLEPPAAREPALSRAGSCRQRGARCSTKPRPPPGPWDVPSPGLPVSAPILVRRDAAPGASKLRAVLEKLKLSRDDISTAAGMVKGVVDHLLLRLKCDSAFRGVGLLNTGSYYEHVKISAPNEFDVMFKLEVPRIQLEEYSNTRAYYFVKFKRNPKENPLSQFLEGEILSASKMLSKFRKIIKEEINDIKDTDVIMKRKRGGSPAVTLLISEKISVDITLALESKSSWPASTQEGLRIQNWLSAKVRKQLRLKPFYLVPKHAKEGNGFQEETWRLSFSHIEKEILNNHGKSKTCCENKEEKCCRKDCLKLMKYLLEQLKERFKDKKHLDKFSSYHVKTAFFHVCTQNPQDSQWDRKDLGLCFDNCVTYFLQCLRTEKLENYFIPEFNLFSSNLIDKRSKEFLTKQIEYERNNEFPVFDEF
mcGAS lum – mouse cGAS inhibition by luminescence | Q8C6L5 | recombinant cGAS, Kinase-Glo ATP depletion luminescence | inhibition, % at 12.5 µM | 160,000 compounds, 0.15% hits;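 note: 0% = negative control wells and 100% = reference inhibitor with no enzyme activity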
NPYLR7 ag – mosquito NPYLR7 agonism. HEK293T NPYLR7/Galpha15, GCaMP6s calcium fluorescence. activation, % at 10 µM. 270,000 compounds, 0.15% hits. AID 1259423; in the data active = activation above about 40%;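 note: 0% = vehicle and 100% = reference agonist at the receptor; some compounds past the cut are filed as inactive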
Numbers without * were called inactive; nt = no result given; & = joins results of further samples. Cut-off read from the data, not from the text of the source, unless noted: active = inhibition above about 40%; inactive = the rest. Not a hit list; overall some 0.26% were active at least once.

SMILES	hcGAS inh	mcGAS lum	NPYLR7 ag
O=C(CCC(=O)c1ccc2c(c1)OCCO2)Nc1ccc(OC(F)(F)F)cc1	-3.9	-6.6	1.8
Cc1nnc(-c2ccccc2-c2ccccc2CO)s1	-1.7	nt	4.0
CCn1nnc2c(NNC(=O)OC)ncnc21	-11.2	-8.2	4.3
O=C(Nc1cc(Cl)ccc1N1CCCC1)c1ccc(Br)o1	-0.4	0.8	12.4
CCCn1c(=O)c2c(nc3n2CCCN3Cc2ccccc2)n(C)c1=O	-9.4	nt	-2.5
O=C(NC1CC(=O)N(Cc2ccccc2Cl)C1)c1cn2ccsc2n1 (stereo not given)	-12.6	nt	5.0
Cc1cc(O)c(CN2CCC3(CC2)OCCO3)cc1C	-19.6	nt	1.1
CN1CCC2(CC1)CN(C(=O)c1ccccc1-c1ccccc1)CCCN2C	-4.2	-15.5	7.6
O=c1[nH]c2ccc(S(=O)(=O)NCc3ccc4c(c3)OCO4)cc2[nH]1	-6.3	nt	16.1
C=C(C)Cn1c(C(=O)N2CCN(C(=O)COCc3ccccc3)C(C)C2)cc2ccoc21 (stereo not given)	-4.6	-6.7	4.8
CCCN(C/C=C/c1ccccc1)C(=O)c1cc(CC)nn1C	-1.5	0.6	2.7
CC(Sc1nnc(-c2ccc[nH]2)o1)c1nc(N)nc(N(C)C)n1 (stereo not given)	-1.8	nt	-0.6
Cc1ccc(NC(=O)CSc2c(C)cnc3c2c(=O)n(C)c(=O)n3C)c(C)c1	-4.9	-7.3	6.5
Cc1ccc(S(=O)(=O)C2C(=O)N(C)C3(C)CC2c2ccccc2O3)cc1C (stereo not given)	-8.5	-6.3	7.8
CCOc1ccc2nc(N3CCCN(Cc4cc(OC)c5c(c4)OCO5)CC3)nc(C)c2c1	-8.9	-25.9	9.5
C=CCN(CC(=O)N1CCc2sccc2C1COc1cccc(F)c1)C(=O)NC(C)(C)C (stereo not given)	-3.4	-4.3	-2.3
CC(=O)O[C@@H]1[C@@H]2C(=O)[C@@]3(C)[C@H](OC(C)=O)[C@H]4[C@@H](OC(=O)c5ccccc5)[C@@H](C)C[C@]4(OC(C)=O)C(=O)[C@@]3(C)[C@@H]2CC1(C)C	-4.6	-8.4	-8.8
NC(=O)c1cnc(N2CC=C(c3cccc4ccccc34)CC2)c(Cl)c1	-8.2	nt	4.1
N#CCCN(CCN1CCOCC1)Cc1cc2ccccc2nc1Cl	-7.8	nt	10.0
CCOC(=O)c1cc(-c2ccc(CC)cc2)n(C2CCN(C(=O)c3cccc(OC)c3)CC2)n1	-3.1	-2.6	28.7
C/C(=N/N=C1\NC(=O)C(CC(=O)Nc2cccc(C)c2C)S1)c1ccc(Cl)cc1 (stereo not given)	-12.8	nt	5.0
CC(=O)c1c(O)cc(=O)oc1-c1ccc(Cl)cc1	-7.2	nt	-5.0
CCCn1cc(CNc2nc(CCN)nc3sc(C)c(C)c23)cn1	-6.0	-13.1	nt
Nn1c(=S)[nH]nc(-c2cccs2)c1=O	26.2	nt	7.9
CCc1nc2n(n1)C(=O)C(C(c1ccc(F)c(F)c1)N1CCCCC1)S2 (stereo not given)	-1.3	-6.0	-2.4
Fc1ccccc1Nc1nc(CN2CCOCC2)cs1	-8.7	-6.7	9.9
COc1cc(C)sc1C(=O)N[C@@H]1C=C[C@H](CO)C1	-5.6	nt	-1.5
COCCN(CCOC)C(=O)c1cc2c(=O)n3ccccc3nc2n1C	-4.8&-4.7	-4.5	2.1&0.9
O=C(CS(=O)(=O)c1ccccn1)Nc1ccc(Cl)cc1	1.9	nt	0.4
Cc1c(C(=O)N2CCC(Cc3ccccc3)CC2)cnc2c(-c3cccc(C(F)(F)F)c3)cnn12	-4.4	-6.3	26.8
CCn1nnc2c(SCC(=O)N3CCCC3)ncnc21	-7.9	nt	2.1
CCN(CCn1cccn1)C(=O)c1cc(Cn2cnc3ccccc32)[nH]n1	-7.8	nt	4.0
Cc1cc(C(=O)N2CCN(c3ccncc3)CC2)on1	-11.8	nt	1.0
CC(CC(=O)Nc1ncn[nH]1)c1ccccc1C(F)(F)F (stereo not given)	-5.1	nt	-0.6
Cc1noc(-c2cccnc2NCC2CCOC2C(C)(C)C)n1 (stereo not given)	0.6	nt	-21.6
CCOC(=O)C(c1cc(OC)ccc1OC)C1C=CC(NS(=O)(=O)c2cc(C(F)(F)F)cc(C(F)(F)F)c2)C1 (stereo not given)	-6.7	-6.9	4.1
Cc1n[nH]c(C)c1NC(=O)C1CC(c2cc(F)ccc2F)=NO1 (stereo not given)	-17.0	nt	5.4
CCc1nc2cc(NC(=O)C3(C)CCN3CC(C)C)ccc2o1 (stereo not given)	-18.9	-7.5	5.9
O=C1NC(CCc2ccccc2)(C2CCNCC2)C(=O)N1CCO (stereo not given)	3.9	nt	1.0
N#CCCN(CCN(CCC#N)C(=O)NC1CCCCC1)C(=O)NC1CCCCC1	-3.5	-3.3	7.1
Cc1nonc1CN(C)C(=O)c1cnn(Cc2ccccc2)c1	-6.5	nt	13.2
COc1ccc2c(c1)C(COCc1ccc(C(=O)O)cc1)=CC(C)(C)O2	2.4	1.3	3.9
O=c1c(S(=O)(=O)c2ccc(Cl)cc2)c[nH]c2cc3c(cc12)OCCO3	-9.8	-2.2	6.0
CCOC(=O)C(C#N)=Cc1cn(-c2ccccc2)nc1-c1ccc(OC)c([N+](=O)[O-])c1	-5.8	-5.3	-2.6
CC(=O)Nc1ccc(S(=O)(=O)Nc2ccc([N+](=O)[O-])cc2)cc1	-5.0&-1.4	nt	-1.1&-6.3
Nc1nonc1-c1nc2ccccc2n1Cc1ccccn1	-4.8	nt	-10.9
Cc1ccc2nc(-c3ccccc3F)c(NC(C)(C)CC(C)(C)C)n2c1	1.5	-1.7	-6.9
CCn1c(CCC(=O)Nc2nc(C)c(C)s2)nc2cc(S(=O)(=O)N3CCOCC3)ccc21	-2.1	nt	1.7
O=C(NN1C(=O)C2C3C=CC(C4CC34)C2C1=O)c1ccc(Cl)cc1 (stereo not given)	-6.1	-5.2	5.1
Oc1c(CN2CCCC2)cc(Cl)c2cccnc12	-6.4	nt	8.1
Following part.
SMILES	hcGAS inh	mcGAS lum	NPYLR7 ag
CC(=O)N1CCN(C(=O)c2c(C3CC3)nn(-c3cccc(F)c3)c2C)CC1	-8.1	-5.5	26.1
O=C(NCCNC(=O)C1CCN(C(=O)c2cccc([N+](=O)[O-])c2)CC1)c1ccccc1	-0.9	-4.1	11.9
O=C(c1ccco1)N(Cc1c(-c2ccccc2)noc1N1CCCCC1)CC1CC1	-3.7	-6.9	9.3
CC(C)(CN1CCCC1c1ccccn1)N1CCOCC1 (stereo not given)	1.0	nt	0.4
Cc1c(Cl)c([N+](=O)[O-])nn1CC(=O)Nc1cc(-c2ccc(Cl)cc2)nn1C	-2.9	-2.0	13.1
C=Cc1cccc(CN(C)CCC(=O)NC)c1	-7.6	-18.5	-2.0
COc1cccc(CO[C@]2(C(=O)NCC3CCCO3)CC(OCc3c(F)cccc3F)[C@@H]3OC(C)(C)O[C@@H]3C2)c1 (stereo not given in full)	-4.2	-6.4	15.7
CCN(CC)C(=O)Oc1ccc2c(ccn2Cc2cccc(Cl)c2F)c1-c1ccc(OC)c(OC)c1	-2.5	-6.0	11.3
NC(=O)C1CCN(Cc2cc(=O)oc3cc(-c4ccccc4)c(O)cc23)CC1	-4.0	-6.0	-0.4
CC1(C(=O)N2c3ccccc3CCC2C(=O)Nc2ccccc2F)CC1(Cl)Cl (stereo not given)	1.3	nt	3.5

Filtered by structure, the compounds so far with two or more sulfur atoms
SMILES	hcGAS inh	mcGAS lum	NPYLR7 ag
Nn1c(=S)[nH]nc(-c2cccs2)c1=O	26.2	nt	7.9
CCn1c(CCC(=O)Nc2nc(C)c(C)s2)nc2cc(S(=O)(=O)N3CCOCC3)ccc21	-2.1	nt	1.7

Continuation:
SMILES	hcGAS inh	mcGAS lum	NPYLR7 ag
CCC(C)CN1C(=O)CNC12CCN(C(=S)NC1CC1)CC2 (stereo not given)	-17.3	-7.1	nt
C=CCCCCc1nc2ccccc2c(=O)n1N	3.7	nt	7.5
C=CCN1C(=O)NC(c2cccc(OCc3ccccc3)c2)C2=C1CN(CC1CCCO1)C2=O (stereo not given)	2.5	-5.4	5.4
N#Cc1nc(COc2ccc(Cl)cc2)oc1N1CCCC1	-8.4	nt	1.9
O=S(=O)(Cc1ccc(Cl)cc1)c1ccc(N2CCN(c3ccc(F)cc3)CC2)nn1	-5.9	-9.3	-1.3
CCOc1ccc(N=C(NC#N)SCc2ccccc2Cl)cc1	3.0	nt	12.1
NS(=O)(=O)c1ccc(NS(=O)(=O)c2ccccc2)cc1	-0.2	nt	8.7
Cc1ccc(NC(=O)Nc2ccc(N3CCCC3)c(C(=O)NCc3ccc(F)cc3)c2)cc1	-5.1	-5.6	3.8
CCCOc1cccn2c(N(C)C(=O)C3CCCCC3)c(C)nc12	-2.8	-3.6	13.2
COCCCN=C(NC(=O)c1cccc(OC)c1)OC(C)C	0.6	-0.4	-10.4
CCOC(=O)C(=O)N(C)c1c(CC)nc2c(OCc3cccc(Cl)c3)cccn12	-4.4	-2.6	-0.6
COCCn1ccc2nc3ccn(CCN4CCOCC4)c(=O)c3cc2c1=O	-0.1	nt	2.2
Cc1cn2c3c(=O)n(CC=Cc4ccccc4)c(=O)n(C)c3nc2n1C1CCCC1	-0.3	-7.0	8.3
O=C(NCCn1cccc1)c1cccc(NC(=O)C2CCCCC2)c1	-5.9	-16.8	-4.5
Cc1cc(C)c(C#N)c(Nc2cccc(Cl)c2)n1	-3.3	-7.2	-2.6
Cc1nc(CN)cc(N2CCC(O)(c3cccc(C(F)(F)F)c3)CC2)n1	-7.8	nt	9.6
O=C(NC1CCCC1)C1CN(C(=O)CC2CCCCC2)CC12CCOCC2 (stereo not given)	0.8	-0.3	nt
COC(=O)c1c(C)c(C(=O)CN(CC2CCCO2)C(=O)c2ccc(Br)cc2)c(C)n1C (stereo not given)	-3.7	-3.8	-13.3
CCOC(=O)Cn1c(=NC(=O)c2cc(OC)c(OC)c(OC)c2)sc2c(C)cc(C)cc21	-7.3	-7.7	2.0
O=C(Nc1ccc2[nH]cc(CCN3CCOCC3)c2c1)c1ccc(C(F)(F)F)cc1C(F)(F)F	-7.0	-6.3	1.0
CCOCCn1c(=O)c2c(nc3n2CCN3c2cccc(Cl)c2)n(C)c1=O	-0.4	nt	10.3
CC(=O)Nc1nc(SCC(=O)N2CCc3ccccc32)[nH]c(=O)c1NC(=O)c1ccccc1	1.0	-6.4	12.2
CNC(=O)c1ccc(CN(C)C(=O)c2ccc(Cl)cc2OC)cc1	-0.3	nt	0.4
COc1ccc(Cn2ccnc2CN(CC(C)C)S(=O)(=O)c2ccc(C)cc2)cc1	-1.6	-3.0	9.4
Cn1cnnc1SCC(=O)NC1=NCCS1	-7.8	nt	8.9
CCC(C)N(Cc1ccc(C)cc1)CC(O)COC(C)C (stereo not given)	-7.1	-5.8	15.7
COc1nc(N)nc(N2CCOCC2)c1CO	-3.8	nt	3.5
Brc1cccc(-n2nnnc2-c2nc3ccccc3[nH]2)c1	-4.1	-8.2	2.9

Gathered by group, the compounds so far with an NH in an aromatic ring.
SMILES	hcGAS inh	mcGAS lum	NPYLR7 ag
O=c1[nH]c2ccc(S(=O)(=O)NCc3ccc4c(c3)OCO4)cc2[nH]1	-6.3	nt	16.1
CC(Sc1nnc(-c2ccc[nH]2)o1)c1nc(N)nc(N(C)C)n1 (stereo not given)	-1.8	nt	-0.6
Nn1c(=S)[nH]nc(-c2cccs2)c1=O	26.2	nt	7.9
CCN(CCn1cccn1)C(=O)c1cc(Cn2cnc3ccccc32)[nH]n1	-7.8	nt	4.0
CC(CC(=O)Nc1ncn[nH]1)c1ccccc1C(F)(F)F (stereo not given)	-5.1	nt	-0.6
Cc1n[nH]c(C)c1NC(=O)C1CC(c2cc(F)ccc2F)=NO1 (stereo not given)	-17.0	nt	5.4
O=c1c(S(=O)(=O)c2ccc(Cl)cc2)c[nH]c2cc3c(cc12)OCCO3	-9.8	-2.2	6.0
O=C(Nc1ccc2[nH]cc(CCN3CCOCC3)c2c1)c1ccc(C(F)(F)F)cc1C(F)(F)F	-7.0	-6.3	1.0
CC(=O)Nc1nc(SCC(=O)N2CCc3ccccc32)[nH]c(=O)c1NC(=O)c1ccccc1	1.0	-6.4	12.2
Brc1cccc(-n2nnnc2-c2nc3ccccc3[nH]2)c1	-4.1	-8.2	2.9

Source: PubChem
